MrgX1 PAM = human MrgX1 positive allosteric modulation, primary screen; Q96LB2; B-score at 10 µM; MrgX1-HEK293, Fluo-4 calcium flux, FDSS; active compounds read high; hit rate 0.63% among 310,000; AID 588675;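 active = plate-corrected calcium response at least 3 library SD above typical, normal starting fluorescence, not activating the receptor alone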;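 also: compound read alongside a low EC10 to EC30 dose of BAM8-22 agonist; peak minus trough fluorescence over baseline measured at the second addition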
TRPC4 inh = inhibitors of mouse TRPC4 channel. Q9QUQ5. HEK293 TRPC4beta/mu-opioid, DAMGO-evoked Fluo4 calcium flux; active compounds read low. B-score at 10 µM. hit rate 0.39% among 300,000. AID 2247;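 active = B-score over 3 SD under the library average, no early fluorescence shift, positive overall ratio signal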
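System: stable TRPC4beta/mu-opioid receptor HEK293 cells; Dosing: single-point compound dosing; Measured by: Fluo4 Ca2+ flux fluorescence; Read-out basis: per-well B score of integrated baseline-normalized Fluo4 ratio.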
MrgX1 antag = antagonists of human MrgX1 receptor; MRGX1-HEK293 calcium flux, Fluo-4, BAM8-22 antagonism; active compounds read low; B-score at 10 µM; hit rate 1.3% among 310,000;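 active = calcium-response B-score plate-corrected more than 3 library SD below zero, starting fluorescence within 5 deviations, no agonist response on first addition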;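 also: peak minus trough fluorescence over baseline after final BAM8-22 challenge near maximal dose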
AI-2 QS mod = Vibrio harveyi AI-2 quorum sensing modulation | Vibrio harveyi JMH597 AI-2 luminescence/OD600 ratio, 9 h; active compounds read low; strain lacks LuxN and CqsS sensors; 0 = neutral-control median | activity change, % at 7.5 µM | hit rate 0.4% among 300,000 | AID 2094; in the data active = activity change below about -75%, passing the limit was not always enough;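 also: luminescence divided by OD600 gain over 9 h not by final OD600 alone; inactives centre near 13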
TRPC6 inhibitor = mouse TRPC6 channel inhibition; hit rate 1.1% among 310,000; Q61143; HEK293-TRPC6, membrane potential dye, ACh-evoked depolarization; active compounds read low; B-score at 10 µM; AID 2553;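 active = B-score under library mean minus 3 SD, initial fluorescence not abnormally high, positive integrated signal ratio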;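 also: B-score derived from integrated fluorescence ratio over the kinetic read; more negative B-score means stronger inhibition of depolarization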
Target sequence (Q61143 whole entry, looked up): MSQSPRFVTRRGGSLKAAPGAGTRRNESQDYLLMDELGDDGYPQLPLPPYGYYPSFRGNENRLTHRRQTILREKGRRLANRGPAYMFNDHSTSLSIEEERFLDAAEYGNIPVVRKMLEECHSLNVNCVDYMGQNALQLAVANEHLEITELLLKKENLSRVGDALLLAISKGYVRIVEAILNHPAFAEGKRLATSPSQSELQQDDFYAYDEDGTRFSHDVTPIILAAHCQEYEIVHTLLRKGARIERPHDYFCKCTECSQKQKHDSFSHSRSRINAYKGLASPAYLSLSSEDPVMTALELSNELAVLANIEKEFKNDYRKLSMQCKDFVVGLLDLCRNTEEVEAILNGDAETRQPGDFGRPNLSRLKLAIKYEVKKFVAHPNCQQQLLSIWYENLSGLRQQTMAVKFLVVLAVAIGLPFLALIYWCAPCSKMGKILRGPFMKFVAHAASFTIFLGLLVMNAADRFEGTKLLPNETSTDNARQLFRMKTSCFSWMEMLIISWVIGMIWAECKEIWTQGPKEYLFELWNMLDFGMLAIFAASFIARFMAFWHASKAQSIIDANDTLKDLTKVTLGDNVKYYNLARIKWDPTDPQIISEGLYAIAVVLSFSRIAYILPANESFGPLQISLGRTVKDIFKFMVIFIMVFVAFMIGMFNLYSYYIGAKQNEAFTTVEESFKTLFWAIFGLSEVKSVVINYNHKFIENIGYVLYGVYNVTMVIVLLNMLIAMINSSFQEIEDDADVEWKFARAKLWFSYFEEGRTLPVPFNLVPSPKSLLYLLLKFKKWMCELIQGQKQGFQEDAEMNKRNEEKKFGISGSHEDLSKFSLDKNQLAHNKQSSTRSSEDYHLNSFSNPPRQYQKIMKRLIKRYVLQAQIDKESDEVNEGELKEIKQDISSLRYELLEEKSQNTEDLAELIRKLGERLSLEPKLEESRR
PolyA inh = blocks polyadenylation in yeast reporter cells | calls only at 12 µM | hit rate 0.02% among 300,000 | S. cerevisiae SKY197-pL101 polyadenylation reporter, beta-gal luminescence; efflux-impaired pdr1/pdr3 knockout yeast; score 100 = 6 SD above DMSO;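 active = lowest replicate activity score at least 50, where 100 means six control SD above control mean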;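 also: yeast exposed to compound for 9 h at 30 °C; higher score means more reporter readthrough which indicates perturbed polyadenylation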
MrgX1 agonist = activates human MrgX1 receptor signaling. B-score at 10 µM. hit rate 0.44% among 310,000. MrgX1-HEK293 cells, Fluo-4 calcium fluorescence, agonist mode; active compounds read high. Q96LB2;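 active = calcium response B-score plate-corrected fluorescence ratio at least 3 library SD, with starting fluorescence B-score inside 5 SD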
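System – MrgX1-expressing HEK293 cells · Incubation – cells plated overnight, dye loaded 0.5 h 37 °C, 0.5 h room temperature · Technique – kinetic Fluo-4 NW fluorescence of intracellular calcium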
TRPC6 act = activates the mouse TRPC6 cation channel; hit rate 0.13% among 310,000; Q61143; HEK293-TRPC6 membrane potential dye fluorescence; active compounds read high; B-score at 10 µM;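 active = B-score of the integrated fluorescence ratio above library mean plus 3 SD, and starting fluorescence ratio within library mean plus 5 SD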;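 also: higher score means more depolarization so channel activation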
TRPC4 agonist = TRPC4 (mouse) channel activation | hit rate 0.49% among 310,000 | HEK293 TRPC4beta/mu-opioid, Fluo4 calcium fluorescence; active compounds read high | B-score at 10 µM | AID 2237;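 active = B-score above 5 SD of library B-scores, and initial fluorescence ratio not above library mean plus 5 SD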;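 also: positive B-score marks a calcium rise read as TRPC4 activation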
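Assay system: HEK293 stable line with TRPC4beta plus mu-opioid receptor; schedule: 45 min room-temperature Fluo4 loading, 110 s read; technique: kinetic Fluo4 calcium fluorescence; evaluation: integrated baseline-normalised fluorescence ratio, converted to per-well B score; controls: buffer (low) and maximal DAMGO (high)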
TRPC4 PAM = allosterically enhances the mouse TRPC4 cation channel; B-score at 10 µM; HEK293 TRPC4beta/mu-opioid, DAMGO EC20, Fluo-4 Ca2+ flux; active compounds read high; AID 2227; hit rate 0.42% among 310,000;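 active = B-score of calcium response area above 5 SD of library B-scores, with initial fluorescence ratio within 5 SD of library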;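 also: B-score of integrated fluorescence ratio over time as area under calcium response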
HIF act = HIF pathway transcriptional activation; U2OS HRE-luciferase reporter, luminescence; normalized: DMSO 0%, desferrioxamine 100%; activation, % at 7.5 µM (by protocol); hit rate 0.32% among 300,000; AID 1910;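 active = mean activation of at least 10% of the iron chelator positive control signal, with at least half of replicates also reaching 10%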
* = called active by the depositor; i = inactive; · = no result given.

SMILES	MrgX1 PAM	TRPC4 inh	MrgX1 antag	AI-2 QS mod	TRPC6 inhibitor	PolyA inh	MrgX1 agonist	TRPC6 act	TRPC4 agonist	TRPC4 PAM	HIF act
COc1ccccc1NC(=O)c1ccccc1-c1ccccc1C(=O)O	i	i	i	-15	i	i	i	i	i	i	0.1
CN(CC(=O)Nc1cccc(F)c1)CC(=O)Nc1cccc(S(N)(=O)=O)c1	i	i	i	6	i	i	i	i	i	i	-0.1
CC(C)NC(=O)c1ccccc1NC(=O)CS(=O)(=O)Cc1ccccc1	i	i	i	·	i	i	i	i	i	i	-0.2
Cc1ccc(O)c(C(=O)c2cc(C(=O)NCCc3ccccc3)c(=O)n(CCc3ccccc3)c2)c1	i	i	i	26	i	i	i	i	i	i	-0.4
CCOc1ccc(NC(=O)CC2C(=O)N(c3ccccc3)C(=S)N2Cc2ccccn2)cc1 (stereo not given)	i	i	i	3	i	i	i	i	i	i	-0.2
COCCNC(=S)N1CCC(NC(=O)Nc2ccc(C)cc2)CC1	i	i	i	10	i	i	i	i	i	i	0.1
O=C(Nc1ccc2ncccc2c1)c1cc(Cl)ccc1Cl	i	i	i	16	i	i	i	i	i	i	5.2
O=C(O)CCC(=O)N(Cc1ccco1)c1nc(-c2ccccc2)cs1	i	i	i	26	i	i	i	i	i	i	-0.4
Cc1ccc2[nH]cc(CCNC(=O)/C=C/c3ccco3)c2c1	i	i	i	-21	i	i	i	i	i	i	0.0
COc1ccc(S(=O)(=O)Nc2nc3ccccc3s2)cc1	i	i	i	55	i	i	i	i	i	i	-0.7
NNc1nnnc2c1sc1nc(N3CCOCC3)c3c(c12)CCCC3	i	i	i	8	i	i	i	i	i	i	-0.1
CCOc1ccc(NC(=O)CSc2nnc(N)s2)c([N+](=O)[O-])c1	i	i	i	10	i	i	i	i	i	i	0.3
CCCCc1c(C)nn(-c2nnc3c4ccccc4n(CC)c3n2)c1C	i	i	i	19	i	i	i	i	i	i	1.4
Cc1nc(N)nc(C)c1Cc1ccccc1	i	i	i	13	i	i	i	i	i	i	-0.5
CCOc1ccc2c(c1)sc(N)[n+]2Cc1cc(C)cc2cccnc12	i	-7*	i	9	i	i	i	i	i	i	-1.7
O=C(C1CCC1)N1CCN(c2ccc(Cl)cc2)CC1	i	i	i	5	i	i	i	i	i	i	0.0
Cc1nn(-c2ccc(Cl)cc2)c2sc(C(=O)c3c(N)n(C)c(=O)n(C)c3=O)cc12	i	i	i	3	i	i	i	i	i	i	-0.5
O=C(Nc1cnn(Cc2ccc(Cl)cc2)c1)C1CCCC1	i	i	i	-57	i	i	i	i	i	i	0.1
O=C(NC(=O)c1ccccc1)Nc1ccccc1	i	i	i	3	i	i	i	i	i	i	3.1
Cc1ccc(C)c(-n2cc(CN3CCCN(C=O)CC3)c(-c3ccccc3)n2)c1	i	i	i	0	i	i	i	i	72*	i	-1.2
Cc1cnc(NC(=O)Cc2ccccc2Cl)s1	i	i	i	7	i	i	i	i	i	i	1.3
Cc1ccn2cc(-c3cccc(NS(C)(=O)=O)c3)nc2c1	i	i	i	9	i	i	i	i	i	i	2.5
O=C(COC(=O)C1=Cc2ccccc2OC1)NCc1ccccc1	i	i	i	16	i	i	i	i	i	i	-0.2
Cc1ccc(S(=O)(=O)N2CCSC2c2ccco2)cc1 (stereo not given)	i	i	i	19	i	i	i	i	i	i	·
Cc1cc(S(=O)(=O)N2CCCC(N3CCOCC3)C2)c(C)cc1Cl (stereo not given)	i	i	i	19	i	i	i	i	i	i	-1.8
O=C(COc1ccccc1[N+](=O)[O-])c1ccccc1	i	i	i	5	i	i	i	i	i	i	0.0
COc1ccccc1OCCCOc1c(C)cc(C)cc1Br	i	i	i	9	i	i	i	i	i	i	0.6
Cc1cc(=O)[nH]c2c1c(-c1ccccc1)nn2C	i	i	i	-6	i	i	i	i	i	i	-0.3
O=C(COC(=O)c1ccc[nH]c1=O)NCCc1ccc(F)cc1	i	i	i	33	i	i	i	i	i	i	0.2
C/C(=C/c1ccccc1)C(=O)N1CC(C)OC(C)C1 (stereo not given)	i	i	i	11	i	i	i	i	i	i	0.0
O=C(CN1CCOCC1)Nc1cccc(C(=O)Nc2cccc(C(F)(F)F)c2)c1	i	i	i	23	i	i	i	i	i	i	-0.1
CCCOc1ncnc2c1[nH]c1ccc(OC)cc12	i	i	i	29	i	i	i	i	i	i	2.4
NC(=O)COC(=O)CN1C(=O)C2CCCCC2C1=O (stereo not given)	i	i	i	-17	i	i	i	i	i	i	0.3
COC(=O)[C@]1(C)N[C@H](c2ccc(SC3CCCCC3)cc2)[C@@H]2C(=O)N(C)C(=O)[C@@H]21	i	i	-7.9*	18	i	i	i	i	i	i	-0.1
CCCOC(=O)Nc1ccc(S(=O)(=O)Nc2ncccn2)cc1	i	i	i	-50	i	i	i	i	i	i	-0.5
CNC(=O)CSc1nc2sccc2c(=O)n1-c1ccccc1	i	i	i	42	i	i	i	i	i	i	-0.1
O=C(O)/C=C/C(=O)NCCC1=CCCCC1	i	i	i	29	i	i	i	i	i	i	-0.4
CC(=O)Oc1ccc2c(c1)O/C(=C\c1ccncc1)C2=O	i	i	i	31	i	i	i	i	i	i	-0.1
CCC1CCCCN1CCCNC(=O)c1cc2c(Cl)nc3ccccc3c2s1 (stereo not given)	i	i	i	12	i	i	i	i	i	i	0.4
CC1OC(OC2C(Oc3c(-c4ccc(O)cc4)oc4cc(O)cc(O)c4c3=O)OC(COC3O[C@@H](C)[C@H](O)[C@@H](O)C3O)C(O)C2O)C(O)C(O)C1O (stereo not given in full)	i	i	i	18	i	i	i	i	i	i	-0.2

Five compounds from above, arranged by formula weight, ascending:
SMILES	MrgX1 PAM	TRPC4 inh	MrgX1 antag	AI-2 QS mod	TRPC6 inhibitor	PolyA inh	MrgX1 agonist	TRPC6 act	TRPC4 agonist	TRPC4 PAM	HIF act
NC(=O)COC(=O)CN1C(=O)C2CCCCC2C1=O (stereo not given)	i	i	i	-17	i	i	i	i	i	i	0.3
O=C(Nc1cnn(Cc2ccc(Cl)cc2)c1)C1CCCC1	i	i	i	-57	i	i	i	i	i	i	0.1
Cc1ccc(S(=O)(=O)N2CCSC2c2ccco2)cc1 (stereo not given)	i	i	i	19	i	i	i	i	i	i	·
CC(C)NC(=O)c1ccccc1NC(=O)CS(=O)(=O)Cc1ccccc1	i	i	i	·	i	i	i	i	i	i	-0.2
Cc1ccc(O)c(C(=O)c2cc(C(=O)NCCc3ccccc3)c(=O)n(CCc3ccccc3)c2)c1	i	i	i	26	i	i	i	i	i	i	-0.4

Carrying on:
SMILES	MrgX1 PAM	TRPC4 inh	MrgX1 antag	AI-2 QS mod	TRPC6 inhibitor	PolyA inh	MrgX1 agonist	TRPC6 act	TRPC4 agonist	TRPC4 PAM	HIF act
Cc1nnc(NC(=O)c2ccc(S(=O)(=O)N3CCCCCC3)cc2)o1	i	i	-12*	11	i	i	i	i	i	i	0.3
COc1ccc(OCC(O)CNS(=O)(=O)c2ccc(NC(C)=O)cc2)cc1 (stereo not given)	i	i	i	8	i	i	i	i	i	i	0.2
CC(C)n1c(O)c(N=NC(=O)c2ccccc2NS(=O)(=O)c2cccs2)c2ccccc21	i	i	i	31	i	i	i	i	i	i	-0.2
Cc1ccc(S(=O)(=O)NCCCCCC(=O)Nc2nccs2)cc1	i	i	i	24	i	i	i	i	i	i	-0.1
CCc1nc2ccc(Cc3ccc4nc(CC)[nH]c4c3)cc2[nH]1	i	i	i	18	i	i	i	i	i	i	-0.2
OC1(c2ccc(F)cc2)CCN(Cc2ccccc2)C1 (stereo not given)	i	-6*	i	5	i	i	i	i	i	i	·
Cc1ccc(OCC(=O)NCCS(=O)(=O)N2CCN(c3ccccc3)CC2)cc1	i	i	i	11	i	i	i	i	i	i	-0.1
C=CCC1(CC=C)CCCN1C(=O)C1CCC(=O)N(CCc2ccc(Cl)cc2)C1 (stereo not given)	i	i	i	12	i	i	i	i	i	i	0.2
NC(=O)c1c(NC(=O)CSc2nc(N)cc(=O)[nH]2)sc2c1CCCC2	i	i	i	13	i	i	i	i	i	i	-0.2
Cn1c(=O)c2c(nc(Oc3ccccc3Cl)n2C)n(C)c1=O	i	i	i	36	i	i	i	i	i	i	-1.3
CCOC(=O)CSc1nc2cc(C(=O)NCc3ccco3)ccc2c(=O)n1C1CCCCC1	i	i	i	4	i	i	i	i	i	i	0.0
CCOC(=O)c1cn(-c2ccccc2)nc1-c1cccnc1	i	i	i	-8	i	i	i	i	i	i	-0.7
COc1ccccc1Cn1c(=S)[nH]c2cc(C(=O)NC(C)C)ccc2c1=O	i	i	i	11	i	i	i	i	i	i	-3.7
COC(=O)c1cc(=O)n(Cc2ccccc2)c(=NCc2ccccc2)s1	i	i	i	13	i	i	i	i	i	i	0.4
CCN(CC)C(=O)C1CCN(c2ncnc3c2cnn3-c2ccc(C)cc2C)CC1	i	i	i	3	i	i	i	i	i	i	-0.3
COc1ccc(Cl)cc1Nc1nc(C)cc(=O)[nH]1	i	i	i	24	i	i	i	i	i	i	-0.2
O=S(=O)(c1ccc(Cl)cc1)N1CCN(c2ccc(N3CCOCC3)nn2)CC1	i	i	i	11	i	i	i	i	i	i	0.4
CCOC(=O)N1CCN(C(=O)c2ccc3c(=O)n(-c4cc(OC)ccc4OC)c(=S)[nH]c3c2)CC1	i	i	i	12	i	i	i	i	i	i	0.2
Cc1ccc(NC(=O)COC(=O)c2ccccc2-c2nc3ccccc3s2)c(C)c1	i	i	i	14	i	i	i	i	i	i	-0.5
COc1ccc(C2C(C(=O)NCCN(C)C)c3cc(OC)c(OC)cc3C(=O)N2C)cc1OC (stereo not given)	i	i	i	46	i	i	i	i	i	i	1.0
COc1ccc(Nc2ncccc2C(=O)O)cc1	i	i	i	-9	i	i	i	i	i	i	1.0
O=C(Cc1ccccc1)NC(NC(=S)Nc1cc(Cl)ccc1Cl)C(Cl)(Cl)Cl (stereo not given)	i	i	i	20	i	i	i	i	i	i	-0.1
COC(=O)c1[nH]c2c(c1C)C(=O)CC(c1ccc(OC)c(OC)c1)C2 (stereo not given)	i	i	i	-1	i	i	i	i	i	i	0.1
Cc1cc(=O)[nH]c2c1c(C)nn2C(C)(C)C	i	i	i	21	i	i	i	i	i	i	-0.8
Cc1ccc(-n2c(C)cc(/C=N/NC(N)=S)c2C)cc1	i	i	i	33	i	i	i	i	i	i	0.5

Screens deposited in PubChem by several laboratories.

An excerpt (hit frequency here may not be typical).
